# B2AR arrestin: qHTS assay of beta-arrestin-biased ligands of beta2-adrenergic receptor | 330,000 tested, 0.02% active | Potency, µM (doses to about 46.1 µM), without a hit: at the top dose activation, hits mostly activators | AID 492947, 2010 | Beta-2 adrenergic receptor (Homo sapiens), P07550 | beta-arrestin recruitment to beta2AR, cell-based reporter;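 further: potency means the concentration at half of the fitted maximal effect; 0% = DMSO controls and full agonism = EC100 isoproterenol or metaproterenol; nearly all actives have a fitted effect of over 65% in size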
# BCR signal inh: qHTS Assay to Find Inhibitors of Chronic Active B-Cell Receptor Signaling | ABC-DLBCL IkBa-CBG/CBR reporter, luminescence ratio, 4 h | Potency, µM (titrated, usually from 46.1 µM), without a hit: at the top dose ratio change, negative = lower green/red ratio, most hits filed as inhibitors | 340,000 tested, 0.05% active; active means well fitted inhibition curve with a large enough effect in the signal ratio, with a control signal flat, not every such curve was filed as active; inconclusive means small, poorly fitted or top-dose-only effect, or effect the other way, or a change in a side signal; the % refers to the signal ratio;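 further: potency means the concentration at half of the fitted maximal effect; plate controls were basal doxycycline-induced cells for no effect and cells given 10 µM MG132 for full effect; MG132 reads +100%, hits lower the ratio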
#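 Compounds up to 46 uM were incubated four hours with TMD8 cells whose green CBG68 luciferase is fused to IkappaBalpha; red CBR luminescence normalised the signal, and concentration-effect curves were fitted to fusion, red and ratio data.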
# Coupling enz: qHTS Assay for Inhibitors of Fructose-1,6-bisphosphate Aldolase from Giardia Lamblia: Coupling assay counterscreen; coupling enzyme system counterscreen, AmpLite Red fluorescence; activity change, negative = inhibition, % at 58.2 µM, hits read low; 290,000 tested, 0.67% active; AID 2472, 2010; in the data active means activity change below about -30%
#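 Coupling enzymes only (glyceraldehyde-3-phosphate) + compound, at 57.5 uM final, 10 min RT; add substrate/coupling/AmpLite Red mix, 20 min RT; fluorescence ex 525/em 598 nm. Actives flag coupling-system interference.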
# KCNH2 3.1 block: qHTS for Inhibitors of KCHN2 3.1: Mutant qHTS | Potassium voltage-gated channel subfamily H member 2, brain isoform KCNH2 3.1 (human) | 340,000 tested, 0.95% active | U2OS KCNH2 3.1, thallium flux FluxOr; stronger effect = lower value | AID 720553, 2013 | activity change, % (tested at about 1.8 µM);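 active means maximum activity change below -70%; inconclusive means maximum activity change from -70% to -50%; inactive means maximum activity change above -50%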;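 further: thallium influx rate constant from kinetic fluorescence after stimulation buffer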
#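 Virally transduced U2OS (3.1 isoform, 4 h infection in dark at RT) → overnight 37 C → FluxOr + Red40 in HBSS/HEPES, 45 min → stimulation buffer, 2 min kinetic read → rate constant vs DMSO controls.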
# PKM2 activator: qHTS Assay for Activators of Human Muscle isoform 2 Pyruvate Kinase. Pyruvate kinase PKM (Homo sapiens), P14618. purified PKM2, Kinase-Glo ATP luminescence, activation; response scale: 0% is enzyme alone, no compound. Potency, µM (highest dose often 57.5 µM), for inactives: at the highest dose activation, actives largely listed as activators. 260,000 tested, 0.34% active. AID 1631, 2009; further: potency means the concentration at half of the fitted maximal effect; nearly all actives have a fitted effect of over 55% in size
#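 Kinase-Glo luminescence reports ATP generated from ADP (0.1 mM) and PEP (0.5 mM) by purified hPK-M2 after 1 h at room temperature, pH 7.2 imidazole buffer; intermediate enzyme activity allows detecting inhibitors and activators.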
# USP2a inh: qHTS Assay for Inhibitors of Ubiquitin-specific Protease USP2a Using CHOP2 as the Reporter; USP2 core, Ub-CHOP2 coupled fluorogenic reporter, 485/531; AID 463254, 2010; Potency, µM (series often up to 38.3 µM), without a hit: at the top dose activity change, negative = inhibition, hits mostly inhibitors; Ubiquitin carboxyl-terminal hydrolase 2 (Homo sapiens), O75604; 330,000 tested, 0.01% active;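 further: potency means the concentration at half of the fitted maximal effect; plate controls were DMSO wells for no effect and full inhibition by NEM control for full effect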
#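 USP2 core (10nM final) preincubated 30min RT with compound in 20mM Tris-HCl pH 8.0, 2mM CaCl2, 2mM beta-mercaptoethanol, 0.05% CHAPS; 25nM Ub-CHOP2 plus 25nM reporter substrate added, fluorescence (Ex485/Em531) read after 60min.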
# GALK inhibitor: qHTS Assay for Inhibitors of Human Galactokinase (GALK). P51570. Potency, µM (highest dose often 57.5 µM), inactives show at the highest dose activity change, negative = inhibition, actives largely listed as inhibitors. 270,000 tested, 0.007% active. Purified GALK, Kinase-Glo residual ATP luminescence; further: potency means the concentration at half of the fitted maximal effect
# Target sequence (P51570 whole entry, looked up): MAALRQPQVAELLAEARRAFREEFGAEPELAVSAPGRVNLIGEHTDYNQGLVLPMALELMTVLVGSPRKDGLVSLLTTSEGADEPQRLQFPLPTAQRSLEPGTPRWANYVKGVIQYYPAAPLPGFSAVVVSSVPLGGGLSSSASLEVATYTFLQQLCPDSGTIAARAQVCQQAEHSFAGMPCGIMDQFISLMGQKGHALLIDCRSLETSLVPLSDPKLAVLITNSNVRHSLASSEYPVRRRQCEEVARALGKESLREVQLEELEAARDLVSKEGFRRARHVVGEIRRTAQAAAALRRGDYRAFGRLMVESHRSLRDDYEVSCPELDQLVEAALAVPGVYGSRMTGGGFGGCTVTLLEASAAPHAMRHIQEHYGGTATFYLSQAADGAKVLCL
#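 Kinase-Glo Plus luminescence measured ATP left after a 1 h room-temperature reaction. The reaction used 5 nM GALK, 100 uM galactose and 35 uM ATP at pH 8.0 (20 mM HEPES, 5 mM MgCl2, 60 mM NaCl, 1 mM DTT, 0.01% BSA).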
# Eya2 inh: qHTS Assay for Inhibitors of the Phosphatase Activity of Eya2. recombinant Eya2, OMFP fluorescence dephosphorylation (OMFP is methylfluorescein phosphate). 330,000 tested, 0.006% active. AID 488837, 2010. Potency, µM (titrated, usually from 76.9 µM), without a hit: top-dose activity, negative = inhibition, most hits filed as inhibitors; further: potency means the concentration at half of the fitted maximal effect
# Target sequence (O00167 whole entry, looked up): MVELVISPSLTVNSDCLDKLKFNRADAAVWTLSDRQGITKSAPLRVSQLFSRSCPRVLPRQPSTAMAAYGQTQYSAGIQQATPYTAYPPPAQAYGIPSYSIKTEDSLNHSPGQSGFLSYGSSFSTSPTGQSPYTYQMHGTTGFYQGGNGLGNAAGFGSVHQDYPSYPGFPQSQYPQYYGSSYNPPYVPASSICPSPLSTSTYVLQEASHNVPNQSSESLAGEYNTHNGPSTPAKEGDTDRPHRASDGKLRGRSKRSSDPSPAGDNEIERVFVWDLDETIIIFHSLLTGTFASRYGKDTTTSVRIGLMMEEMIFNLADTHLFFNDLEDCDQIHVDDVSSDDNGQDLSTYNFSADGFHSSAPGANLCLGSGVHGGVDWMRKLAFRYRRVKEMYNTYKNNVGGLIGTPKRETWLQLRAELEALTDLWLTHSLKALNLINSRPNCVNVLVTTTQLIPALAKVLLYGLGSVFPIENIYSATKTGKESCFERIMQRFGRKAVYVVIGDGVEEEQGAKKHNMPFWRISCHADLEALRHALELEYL
#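 Eya2 (0.2 uM) preincubated 10 min at ambient with compound, then OMFP substrate added at 50 uM; 10 min reaction in 50 mM HEPES pH 7.5, 50 mM NaCl, 5 uM MgCl2, 0.05% BSA, 1 mM DTT. Fluorescence read at Ex 485/Em 525 nm.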
# Giardia killer: Small Molecules that selectively kill Giardia lamblia: qHTS. Giardia lamblia trophozoite viability. activity change, % at 7.66 µM, hits read low. 340,000 tested, 0.15% active; in the data active means activity change below about -80%; inconclusive means between about -30% and that limit;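 further: parasites exposed to compound for two days anaerobically before the ATP read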
#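 Viability, read as ATP luminescence: trophozoites at 100 cells/well, compound added, 48 hrs anaerobic at 37 deg C, then 15-30 min room-temperature development before reading.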
# hERG WT inh: qHTS for Inhibitors of KCHN2 3.1: Wildtype qHTS. Voltage-gated inwardly rectifying potassium channel KCNH2 (Homo sapiens), Q12809. U2OS, BacMam KCNH2, thallium flux FluxOr; stronger effect = lower value. activity change, % at 1.84 µM. 340,000 tested, 0.37% active. AID 720551, 2013;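 active means maximum activity change below -70%; inconclusive means maximum activity change between -70% and -50%; inactive means maximum activity change above -50%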
#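 U2OS cells were transduced with wild-type KCNH2 virus (2.03 x 10^8 / mL) for 4 h at room temperature, then cultured overnight at 37 C. Thallium flux was read with FluxOr dye. Rate constants were normalized to DMSO controls.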
# uPA generation: qHTS for Inhibitors of Cell Surface uPA Generation; 330,000 tested, 0.31% active; cell surface uPA generation assay, qHTS; AID 540303, 2011; Potency, µM (titrated, usually from 38.3 µM), inactives show at the top dose activity change, negative = inhibition, most hits filed as inhibitors; active means well fitted inhibition curve with a large enough effect; inconclusive means small, poorly fitted or top-dose-only effect; inactive means no such curve, though single readings can be large or run the other way; tested in mouse RAW 264.7 cells; further: potency means the concentration at half of the fitted maximal effect; nearly all actives have a fitted effect of over 55% in size
# The depositor's hits bear a star; u = inconclusive; x = not tested or not shown. Unless noted, the call rests on the fitted dose curve; in most records, active means well fitted curve in the direction sought with a large enough effect; inconclusive means small, poorly fitted or top-dose-only effect, or another doubt; inactive means no such curve, though single readings can be large; an effect the other way counts as inactive or inconclusive. Unless noted, on the % scale 0 is the no-effect control and ±100 the full control effect.
# Results follow in this order: B2AR arrestin	BCR signal inh	Coupling enz	KCNH2 3.1 block	PKM2 activator	USP2a inh	GALK inhibitor	Eya2 inh	Giardia killer	hERG WT inh	uPA generation
COCCNC(=O)C(c1cccs1)N(CCc1ccccc1)C(=O)Cn1nnc2ccccc21 (stereo not given)
  -0.4%	u	13	20	-4%	-1%	0%	3%	-19	-3	-2%
CCOC(=O)c1c(NC(=O)c2nn(CC)cc2Br)sc(C)c1C
  -0.4%	u	0	-72*	-4%	-2%	0%	-2%	5	6	-4%
COc1ccc(-c2csc(Nc3cccnc3)n2)cc1OC
  -1.0%	-1%	1	-1	-1%	4%	0%	-17%	1	-11	-2%
COc1ccc(CN2CCOCC2)cc1Br
  -0.6%	-2%	0	-7	-6%	1%	2%	-5%	-3	-3	x
CCOc1ccccc1NC(=O)c1ccc(Cl)c(NC(=O)CC(c2ccccc2)c2ccccc2)c1
  0.2%	0%	-4	-4	2%	2%	-1%	17%	2	4	3%
O=C(CSc1nnc(-c2c[nH]c3ccccc23)n1-c1ccc(F)cc1)NCc1ccco1
  -0.5%	-8%	5	-2	-2%	-1%	-5%	3%	1	5	4%
CCOc1ccc(Nc2nc(N(C)c3ccccc3)nc(N)c2[N+](=O)[O-])cc1
  -0.6%	u	0	-2	x	4%	x	0%	-11	10	-5%
Cc1noc(C)c1S(=O)(=O)N(CC(=O)NCCc1ccccc1)c1ccc(C(C)C)cc1
  -0.4%	1%	x	-12	x	0%	-11%	3%	11	11	-1%
CCN(CC)C(=O)c1ccc(C(=O)Nc2ccc(F)cc2)cc1
  -0.5%	u	x	7	x	-2%	x	-18%	u	-12	2%
Cc1ccccc1-n1ncc2c1CC(C)(C)CC2NC(=O)c1ccncc1 (stereo not given)
  -0.1%	2%	x	8	7%	1%	-4%	-2%	16	14	0%
CCCCn1nc(NC(=O)c2cccs2)c2cc3cc(OC)ccc3nc21
  -1.3%	u	-14	3	-1%	0%	1%	-3%	0	-16	19%
COc1ccc2[nH]c(C(=O)NCCc3ccccc3)cc2c1
  9.4%	7%	0	7	1%	2%	1%	17%	14	-6	6%
COc1cccc(NC(=O)c2c(C)nn(-c3ccccc3)c2Cl)c1
  -0.8%	-1%	-1	8	3%	0%	-2%	1%	10	-4	u
O=C(NCc1ccccn1)C1COc2ccccc2O1 (stereo not given)
  -0.4%	2%	0	-2	-3%	-1%	12%	3%	-8	-1	1%
Cc1ccc(C(=O)N/C(=C\c2cccs2)C(=O)NCCCn2ccnc2)cc1
  -0.7%	-1%	1	-99*	-1%	3%	x	-3%	14	-181*	0%
COc1ccc(NC(=O)CC2Nc3cc(C)c(C)cc3NC2=O)c([N+](=O)[O-])c1 (stereo not given)
  -0.1%	-10%	4	-32	2%	0%	0%	7%	1	-11	18%
Cc1cccc(NC(=O)CCc2c(C)nn(-c3ccc(N4CCCCC4)nn3)c2C)c1
  0.5%	4%	-1	4	2%	-1%	1%	1%	-7	-7	u
CCN(CC)C(=O)COc1ccc2oc(-c3ccco3)cc(=O)c2c1
  -0.9%	u	-1	-5	-2%	1%	-1%	-5%	10	-20	4%
CCOc1nc(Nc2ccc(OC)c(Cl)c2)nc(OCC)n1
  -1.0%	19%	-1	3	0%	7%	2%	5%	-11	-2	-11%
COc1ccccc1CCC(=O)OCC(=O)Nc1cccc(S(=O)(=O)N2CCCCC2)c1
  3.3%	4%	x	-18	x	-9%	x	-19%	-9	10	6%
CC(=O)c1c(C)oc(C)c1CSCc1ccc(C(=O)O)o1
  -0.4%	4%	-3	-14	-2%	3%	1%	-25%	15	2	0%
Cc1ccccc1Nc1nc(N)nc(COC(=O)[C@@H](NC(=O)c2ccccc2Cl)C(C)C)n1
  0.0%	u	x	7	x	2%	x	-28%	0	1	-3%
Cc1c(C(=O)NCC2CCCO2)oc2ccc(Br)cc12 (stereo not given)
  0.5%	20%	x	-5	x	-1%	x	8%	-7	-1	-5%
CCN(CC)CC(=O)c1c[nH]c2ccc(C)cc12
  -0.2%	2%	-2	-7	1%	0%	3%	-11%	9	-2	5%
CCN(CC(=O)NCc1cccs1)C(=O)c1ccc(S(=O)(=O)Nc2ccccc2OC)cc1
  -0.9%	0%	x	-15	x	1%	x	-6%	4	-9	5%
CC(C)(C)n1nc2c(c1NC(=O)c1c(F)cccc1F)CS(=O)(=O)C2
  0.1%	0%	x	3	x	3%	-2%	0%	6	4	2%
O=C1N=C(C=c2ccc(=Cc3[nH]c(=O)[nH]c3O)cc2)C(=O)N1
  2.6%	-2%	4	x	18%	-3%	-2%	-4%	x	x	x
O=C(CN1CCN(S(=O)(=O)c2ccc(F)c(F)c2)CC1)Nc1ccccc1C(=O)NC1CC1
  0.5%	4%	x	-1	x	4%	x	19%	9	8	5%
O=C(NCCN1CCOCC1)c1c(O)nc2sccn2c1=O
  0.1%	-5%	x	-37	x	3%	x	-25%	0	-3	2%
COc1cccc2c1OCC(CN1CCN(Cc3ccccc3F)C(CCO)C1)=C2 (stereo not given)
  0.0%	-10%	-3	20	1%	1%	5%	7%	10	26	5%
COc1cccc(CNC(=O)C(=O)NCCc2ccc(OC)c(OC)c2)c1
  3.0%	-6%	0	17	-2%	1%	0%	1%	u	-6	-8%
Cc1ccccc1OCCC(=O)NNC(=O)COc1cccc(F)c1
  -0.3%	u	x	-5	x	3%	x	-21%	19	8	10%
Cc1ccccc1OCC(O)Cn1c(NCc2ccco2)nc2c1c(=O)[nH]c(=O)n2C (stereo not given)
  0.1%	u	1	0	1%	-1%	-5%	-15%	4	-18	-1%
O=[N+]([O-])c1c(C(Cl)Cl)nn(-c2ccccc2)c1N1CCCC1
  -0.3%	u	9	6	-4%	0%	3%	-3%	-17	-9	-9%
Cc1ccc(-c2cc3ncc(C#N)c(N)n3n2)cc1
  0.1%	15%	0	-2	0%	5%	4%	-10%	u	4	1%
O=C(NCCCN1CCCC1=O)c1csc2ccccc12
  -0.4%	-1%	1	4	-5%	-1%	-5%	12%	8	-1	x
COc1cccc(NC(=O)CSc2nnc(CN3CCOCC3)n2C)c1
  -0.1%	-6%	-2	-11	1%	-2%	0%	-17%	3	-1	6%
COCCNc1nc2nonc2nc1N1C[C@H]2CC[C@H]1C2
  -0.4%	19%	1	-2	-15%	3%	-1%	1%	-15	2	-3%
COCCn1c(=NC(=O)CCS(=O)(=O)c2ccccc2)sc2cc(C(=O)OC)ccc21
  0.6%	1%	x	-4	-2%	-1%	-3%	2%	-4	6	5%
CCCNc1nc(NCC)nc(OC)n1
  -0.1%	u	x	-9	-1%	3%	-2%	5%	0	3	-8%
Cc1nc(NCc2ccccc2)sc1C(=O)Nc1ccccc1
  -0.1%	u	-1	-8	4%	0%	10%	-3%	-8	0	11%
COc1ccc(NC(=O)c2nc[nH]c2C(=O)Nc2ccccc2C)cc1
  0.1%	-7%	1	5	1%	-2%	-3%	-17%	-6	15	-12%
CN(C)CC1(c2ccccc2)CCCC1
  0.0%	4%	0	4	-6%	0%	3%	7%	-5	-2	1%
O=C(NC(=O)c1ccccc1)OCC1CCCN2CCCCC12 (stereo not given)
  0.2%	-4%	0	2	-1%	4%	4%	8%	5	-9	6%
CCN(CC)c1nc2c(c(=O)n(C)c(=O)n2C)n1CCCc1ccccc1
  -0.4%	-4%	1	-5	1%	-3%	-3%	-3%	23	2	-1%
CCC(CC)NC(=O)COC(=O)c1ccc(OCC(=O)Nc2ccccc2OC)c(OC)c1
  -0.2%	u	3	-2	4%	4%	0%	0%	-14	-4	-5%
CCOC(=O)N1CCN(c2nc3ccccc3nc2C(C#N)C(=O)NCCc2ccccc2)CC1 (stereo not given)
  -0.2%	0%	4	-5	1%	13%	2%	8%	-6	4	3%
Cc1c(CC(=O)N2CCN(C(=O)C3COc4ccccc4O3)CC2)c(=O)oc2c(O)c(O)ccc12 (stereo not given)
  -0.4%	-6%	x	-4	x	-7%	-1%	4%	-7	-9	6%
